Screening data as filed in PubChem.
ARNT TACC3 PPI – ARNT/TACC3 interaction disruption; Q9Y6A5; AlphaScreen His-ARNT PAS-B/GST-TACC3 binding, luminescence; TACC3 fragment carries E629A point mutation; inhibition, % at 9.99 µM; actives 0.66% (n = 390,000); AID 623870;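 active means mean inhibition of replicates at least 50% and at least half of replicates each reaching 50%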;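 further: 0% = complete ARNT plus TACC3 wells and 100% = ARNT alone without TACC3; many hits fall short of the cut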
PAX8 inh HTS – inhibitors of PAX8 transcriptional activity in RMG-I cells; inhibition, % at 12.6 µM; actives 1.2% (n = 360,000); RMG-I TPO-luciferase reporter, SteadyGlo, 24 h;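 active means mean replicate inhibition at least 60% with every replicate also reaching 60%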;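 further: luciferase light reporting Pax8 driven TPO promoter activity; plate controls were median of neutral control wells for no effect and mitoxantrone controls for full effect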
* marks the source's active call; other numbers are inactive results.

The line under a structure holds: ARNT TACC3 PPI, PAX8 inh HTS
CN(C)CCCNC(=O)c1ccc2[nH]c3ccccc3c2c1
  -3.4, -18.7
Cc1ccc(-c2cc(-c3ccccc3Cl)c(C#N)c(N)n2)o1
  -1.2, 15.5
Clc1ccc(C2=Nn3c(nnc3-c3n[nH]c4c3CCC4)SC2)cc1Cl
  -0.1, 7.8
O=C(Cc1cccs1)N(Cc1cccs1)C1(C(=O)NC2CCCC2)CCCCC1
  2.0, 9.4
Cc1occc1C(=O)Nc1cc(C(F)(F)F)ccc1Cl
  -4.5, 10.0
CCOc1ccccc1N(CC(=O)Nc1cccnc1)S(C)(=O)=O
  1.5, 16.6
CCOC(=O)CSc1nc2ccccc2c(=O)n1CC1CCCO1 (stereo unspecified)
  -1.4, -10.3
Cc1cccc(NC(=O)/C(=C\c2ccco2)NC(=O)c2cccs2)c1
  -0.4, 11.5
COc1cc(-c2nc(N)n[nH]2)cc(OC)c1OC
  4.7, 19.7
O=C(NCc1ccc2c(c1)OCO2)C1CC(c2cccc(Br)c2)=NO1 (stereo unspecified)
  -1.9, -6.0
CC(C)C(c1nnnn1CCc1ccccc1)N1CCN(C(=O)c2ccco2)CC1 (stereo unspecified)
  -0.1, 7.3
CCN(CC)C(=O)Cn1cnc2ccccc2c1=O
  -5.0, -1.4
CCOC(=O)c1nnc(-c2ccccc2)nc1NCc1ccc(Cl)cc1
  -0.1, 2.0
Cc1cccc(NC(=O)c2ccccc2OCC(=O)c2ccccc2)c1
  -5.8, -5.5
CCCC(=O)c1cc2c(cc1NC(=O)c1cccs1)OCCO2
  -1.3, 1.6
OC1(c2cccnc2)CCN(Cc2nnnn2C2CCCCC2)CC1
  -5.1, 6.1
C/C(=C/c1oc2ccc(O)cc2c1[N+](=O)[O-])N(C)C
  0.7, 3.3
COC(=O)C1=CNC=C(C(=O)OC)C1c1ccc(Cl)cc1
  -8.4, 13.6
Cc1ccc(-c2csc3ncnc(Sc4nnc(CN5CCCCCC5=O)o4)c23)cc1
  9.5, 110.7*
Fc1ccc2nc(N3CCCCC3)sc2c1
  32.8, -191.9
COc1ccc(Br)cc1C1N2CC3(C)CN1CC(C)(C2)C3=O (stereo unspecified)
  -1.2, -1.9
CC(=O)Nc1ccc(S(=O)(=O)Oc2cccc(N3C(=O)C4CC=CCC4C3=O)c2)cc1 (stereo unspecified)
  0.0, 0.1
O=C(NCC(=O)N(c1ccc(F)cc1)C(C(=O)NCC1CCCO1)c1ccccc1)c1ccco1 (stereo unspecified)
  -1.5, 7.5
COc1cccc(OCc2nnc(SCC(=O)NCc3ccco3)n2C)c1
  -5.6, -0.5
CC(C)(C)Nc1nc(NCc2cccnc2)nc(N2CCOCC2)n1
  -5.4, 1.7
Cc1cccc(N(CC(N)=O)S(C)(=O)=O)c1C
  -1.6, 4.6
CCOC(=O)Cn1c(-c2nonc2NC(=O)c2ccccc2F)nc2ccccc21
  -1.1, -0.8
O=C(NC(=O)c1ccc(Cl)c(Cl)c1)OC1CCS(=O)(=O)C1 (stereo unspecified)
  -8.0, -3.3
COc1cccc(Nc2nc3ccccc3nc2NS(=O)(=O)c2cccs2)c1
  5.8, 21.7
COc1ccc(C(=O)Cn2nnc(-c3ccc(N4CCOCC4)cc3)n2)cc1OC
  5.6, -21.4
Cc1cc2cc(CNC(=O)CC(C)C)ccc2n1C
  -6.1, -91.0
CCOc1ccc(Cn2c(SCCCCC#N)nc3c2c(=O)n(C)c(=O)n3C)cc1OCC
  0.0, 35.3
O=[N+]([O-])c1cc(S(=O)(=O)N2CCCC2)ccc1N/N=C/c1cccs1
  -1.1, -3.3
COc1cc2c(cc1OC)C(c1cccs1)CC(=O)N2 (stereo unspecified)
  19.1, -0.8
CC(C)(C)Cc1nnc(NS(=O)(=O)c2ccc(F)cc2)s1
  -11.9, 1.0
CCOc1ccccc1OC(=O)c1ccco1
  9.9, -10.4
O=c1oc2ccccc2c(Nc2cccc(O)c2)c1[N+](=O)[O-]
  0.2, 24.5
CCN(CC)C(=O)CSc1nc2c(sc(=S)n2Cc2ccco2)c(=O)n1-c1ccccc1
  2.5, 7.0
O=C(NCC(=O)N(c1ccccc1)C(C(=O)NC1CCCCC1)c1ccncc1)c1ccco1 (stereo unspecified)
  -4.2, -1.3
O=C(CN1C(=O)c2cccc3cccc1c23)NCc1ccncc1
  -4.2, 21.2

Nothing new here: 4 of the compounds above.
The line under a structure holds: ARNT TACC3 PPI, PAX8 inh HTS
CN(C)CCCNC(=O)c1ccc2[nH]c3ccccc3c2c1
  -3.4, -18.7
Cc1ccc(-c2cc(-c3ccccc3Cl)c(C#N)c(N)n2)o1
  -1.2, 15.5
Clc1ccc(C2=Nn3c(nnc3-c3n[nH]c4c3CCC4)SC2)cc1Cl
  -0.1, 7.8
O=C(Cc1cccs1)N(Cc1cccs1)C1(C(=O)NC2CCCC2)CCCCC1
  2.0, 9.4

Next compounds follow:
The line under a structure holds: ARNT TACC3 PPI, PAX8 inh HTS
O=C(CSc1n[nH]c(-c2ccco2)n1)N1c2ccccc2Sc2ccccc21
  -20.4, -10.4
CCC(=S)/C=C1\Sc2ccccc2N1CCCS(=O)(=O)O
  -3.0, -20.4
CCC(C)NC(=O)CSc1nc2ccsc2c(=O)n1NC(=O)c1ccccc1 (stereo unspecified)
  2.9, -58.4
N#Cc1c(N2C(=O)C3C4C=CC(C4)C3C2=O)sc2c1CCC2 (stereo unspecified)
  36.3, 11.7
COc1ccccc1C(=O)NC(CCSC)C(=O)NCC(c1ccco1)N(C)C (stereo unspecified)
  1.0, 5.4
Cc1ccc(C2C3CN(C(C)C)CC=C3C(C#N)=C(N)C2(C#N)C#N)cc1 (stereo unspecified)
  10.0, 25.1
COc1cc(/C=N/NC(=O)CCc2c(C)n[nH]c2C)ccc1O
  29.1, 4.1
CC(=O)N1c2c(cc(Br)cc2S(=O)(=O)NCc2ccc3c(c2)OCO3)CC1C (stereo unspecified)
  -3.8, 3.4
O=[N+]([O-])c1cc(Br)c(O)c(/C=N/Nc2nnnn2-c2cccc3ccccc23)c1
  26.3, -1.8
CC(C)C(=O)Nc1ccc(NC(=O)c2cc3ccccc3o2)cc1
  -3.6, -63.0
Cc1nc2ncnn2c(C)c1Cc1ccc(Cl)cc1
  -13.1, -3.8
O=C(/C=C/c1cccc(Cl)c1)Nc1ccncc1
  -3.4, -59.2
CCCS(=O)(=O)N1CCN(C(=O)COc2ccc(OC)cc2)CC1
  -4.2, 12.7
Cc1[nH]nc(SCC(=O)N2CCC(C)CC2)c1[N+](=O)[O-]
  0.3, -23.1
COc1ccc2nc(SCC(=O)O)nc(C)c2c1
  -2.2, 9.2
COc1ccc(-c2noc(CN3C(=O)c4ccccc4C3=O)n2)cc1
  -25.6, -4.4
O=C(c1ccccc1/S(=N/S(=O)(=O)c1ccccc1)N1CCOCC1)N1CCOCC1 (stereo unspecified)
  8.9, 13.2
O=C(CN1NS(=O)(=O)c2ccccc2C1=O)Nc1ccccc1OC(F)F
  -8.3, -3.6
CC1CCCC(C)N1C(=O)COc1ccc(-c2nnco2)cc1 (stereo unspecified)
  4.4, 8.8
CC(C)C(NC(=O)c1ccco1)C(=O)NCC(c1ccco1)N1CCCCC1 (stereo unspecified)
  -8.9, 10.0

An excerpt from above in order of length of the SMILES, largest number first:
The line under a structure holds: ARNT TACC3 PPI, PAX8 inh HTS
CCOC(=O)Cn1c(-c2nonc2NC(=O)c2ccccc2F)nc2ccccc21
  -1.1, -0.8
CC(C)C(=O)Nc1ccc(NC(=O)c2cc3ccccc3o2)cc1
  -3.6, -63.0
CCOC(=O)CSc1nc2ccccc2c(=O)n1CC1CCCO1 (stereo unspecified)
  -1.4, -10.3
O=C(/C=C/c1cccc(Cl)c1)Nc1ccncc1
  -3.4, -59.2

Next section:
SMILES | ARNT TACC3 PPI | PAX8 inh HTS
C=CCSc1nc(C)c2cc(C)cc(C)c2n1 | -0.6 | 7.9
CN(C)S(=O)(=O)c1cccc(-c2nnc(SCc3cc(Cl)cc4c3OCOC4)n2N)c1 | 0.6 | 14.6
C=CCSc1nc2sc(C)c(C)c2c(=O)n1CC=C | -8.2 | 13.2
O=C1C2CCCN2C(c2ccc(F)cc2)N1c1nccs1 (stereo unspecified) | 1.4 | -2.0
Cn1cc(CNC(=O)c2sc3cccc(Cl)c3c2Cl)cn1 | -6.6 | 3.0
CC(=O)N1CCc2cc(S(=O)(=O)Nc3cccc(C(F)(F)F)c3)ccc21 | -5.7 | 27.3
CNC(=O)c1ccccc1F | -2.3 | -1.3
Cc1cccc(N2CCN(Cc3oc(CO)cc(=O)c3O)CC2)c1C | -21.0 | 4.0
COc1cccc(C2(O)CCN(C(=O)C3CCC3)CC2)c1 | -1.7 | 9.9
CCOc1cccc(N2C(=O)CC(N3CCN(c4nc5ccccc5s4)CC3)C2=O)c1 (stereo unspecified) | 3.6 | 11.9
CC(OC(=O)CCCN1C(=O)c2ccccc2C1=O)C(=O)Nc1ncc(Cl)cc1Cl (stereo unspecified) | -6.6 | -11.4
CCOc1ccc(NC(=O)CN(C)c2nnnn2-c2ccccc2)cc1OCC | 2.6 | -0.1
O=C(CNC(=O)c1ccco1)NCC(=O)OCc1ccc(C(=O)Oc2ccc(Cl)cc2)cc1 | -3.1 | 3.7
CCc1ccc(NC(=O)C(CC)Sc2nc3cc4c(cc3c(=O)n2Cc2ccco2)OCO4)cc1 (stereo unspecified) | -3.6 | 10.4
O=C(Nc1ccc2c(c1)N(Cc1ccccc1)C(=O)c1ccccc1S2)NC1CC1 | -12.9 | 11.2
Cc1ccnc(NC(=O)CN(C)S(=O)(=O)c2cccc3nsnc23)c1 | -3.4 | -11.9
Cc1cccc(NC(=O)NCCc2c[nH]c3ccccc23)c1 | 3.5 | -0.9
CCN1C(=O)C(CC(=O)NC2CCCCC2)N(CC)C1=O (stereo unspecified) | -6.2 | 12.7
Cc1ccc(C(=O)CSc2nc3ccccc3c(=O)n2-c2ccccc2)s1 | -1.3 | 5.9
O=C(CCN1C(=O)C2C3C=CC(C3)C2C1=O)NC1CCCc2ccccc21 (stereo unspecified) | 17.8 | 18.3
CCN(CC)CCCNc1nc2cc(OC)c(OC)cc2c2nc(-c3ccccc3)nn12 | 7.3 | -15.3
O=C(Nc1ccc(OC(=O)c2ccncc2)cc1)c1ccncc1 | -6.7 | -7.9
CCOC(=O)N1CCC(NC(=O)c2ccc(NC(=O)C3CCCO3)cc2)CC1 (stereo unspecified) | -2.2 | 8.8
Cc1ccc(OCCCC(=O)Nc2ccc(S(=O)(=O)Nc3cc(C)on3)cc2)cc1 | -1.2 | 8.6
CC(C)C(=O)NC(NC(=S)Nc1cccc2cccnc12)C(Cl)(Cl)Cl (stereo unspecified) | 11.5 | 10.6
O=C(Nc1ccc2nc(-c3ccccc3)[nH]c2c1)c1ccco1 | 11.0 | -16.6
COn1c(=O)c(-c2ccc(Cl)cc2)[n+]([O-])c2ccccc21 | 7.4 | 13.1
Cc1cc(C)cc(-n2nnc(C(=O)NCc3ccccc3Cl)c2N)c1 | -28.5 | -7.1
COC(=O)Cc1c(C)nc2nc[nH]n2c1=O | -8.3 | -6.0
CCN1C2=C(C(=O)CCC2)C(c2ccc(O)c(Br)c2)C2=C1CCCC2=O | -5.5 | 14.5
COc1ccc2c(c1)c(=O)cc(-c1ccccc1)n2C | 4.3 | -68.8
Nc1nc(-c2ccc(Br)cc2)cc(C(F)(F)F)n1 | 1.6 | 12.4
Cc1nnc(NC(=O)c2ccccc2C(=O)O)s1 | 14.7 | -0.1
COc1ccccc1CNC(=O)CSc1nc(-c2ccccc2)cn1N | 3.5 | 2.2
Cc1cc(S(=O)(=O)Nc2c(C(=O)O)[nH]c3ccccc23)ccc1F | -4.3 | 8.9
CCOC(=O)CCSCC(=O)Nc1cc(C)on1 | -4.4 | 5.1
Cc1csc(NC(=O)CSc2nnc(-c3ccoc3C)o2)n1 | 1.4 | -115.8
Cc1cc(C(c2ccc(C)o2)c2ccc(C)o2)c(O)c([N+](=O)[O-])c1 | 2.0 | 19.2
O=C(NCCCN1CCN(Cc2ccccc2)CC1)c1nnc(Cc2c(F)cccc2Cl)o1 | -1.1 | -6.2
CCOC(=O)C1CCCN(S(=O)(=O)c2ccc(OC)c3ccccc23)C1 (stereo unspecified) | -9.7 | 18.7
COc1cc2c(cc1OC)C(C(=O)N1CCCC1)C(c1ccccc1F)N(C)C2=O (stereo unspecified) | -0.4 | 5.4
CSc1nc2ccc(Cl)cc2[nH]1 | 0.4 | -9.9
Cc1ccc(C(=O)CSc2nc(N)cc(=O)[nH]2)cc1 | -3.2 | -1.6
C=C(C)CSc1nnc2n(C)c(=O)c3c4c(sc3n12)CCC4 | -2.0 | -13.0
Cc1cc(C)c2c(c1)-c1cc(C)nn1C(c1ccc3c(c1)OCO3)N2 (stereo unspecified) | 1.5 | 1.7
Cc1ccc(-n2c(-c3cccnc3)n[nH]c2=S)c(C)c1 | 27.6 | 17.1
CCCc1c(O)nc(SCCN(CCC)CCC)[nH]c1=O | -4.2 | 0.9
[O-]/C(=C(\C(=S)Nc1cccc2ccccc12)[n+]1ccccc1)c1ccc2c(c1)OCCO2 | 10.5 | 16.0
Cc1cc2nc(C)n(CCCNC(=O)Nc3ccc(F)cc3)c2cc1C | 0.1 | 10.3
Cc1cc(NC(=O)CN2CCCC2c2nc3ccccc3s2)no1 (stereo unspecified) | 5.4 | -0.9

Further entries follow.
SMILES | ARNT TACC3 PPI | PAX8 inh HTS
CC(C)Oc1ccccc1-c1nc(SCC(=O)O)n[nH]1 | 8.2 | -11.6
c1ccc(C2=Nn3c(nnc3-c3ccncc3)SC2)cc1 | -1.2 | -26.9
Cc1nc2ncnn2c(C)c1CCC(=O)N1CCCCC1 | 0.1 | 14.8
COc1ccc2c(C)nc(Nc3nc(C)c(C)c(=O)[nH]3)nc2c1 | -1.6 | -88.4
Cc1[nH]nc2ncc(C(=O)c3ccccc3O)cc12 | -12.5 | -12.9

Not all compounds are listed; rates above refer to the full screens.
